Screening data (PubChem)
NSD2 HMT inh = inhibitors of human histone methyltransferase NSD2; NSD2 peptide methylation, AlphaScreen, 120 min; AID 743445; O96028; 0.54% of 310,000 active; inhibition, % at 12.5 µM; in the data active = inhibition above about 50%
dFosB activator = mouse delta FosB homodimer activation; P13346; AID 493131; activation, % at 25 µM; purified delta FosB, TAMRA-CDK5 oligo fluorescence polarization; percent of positive-control signal above neutral wells; 0.99% of 340,000 active;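 active = mean activation above about 17%, with every replicate also reaching it, limit read from the data, passing the limit was not always enough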;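 note: fluorescence polarization rise as delta FosB binds a TAMRA Cdk5 AP-1 oligo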
Target sequence (P13346 whole entry, looked up): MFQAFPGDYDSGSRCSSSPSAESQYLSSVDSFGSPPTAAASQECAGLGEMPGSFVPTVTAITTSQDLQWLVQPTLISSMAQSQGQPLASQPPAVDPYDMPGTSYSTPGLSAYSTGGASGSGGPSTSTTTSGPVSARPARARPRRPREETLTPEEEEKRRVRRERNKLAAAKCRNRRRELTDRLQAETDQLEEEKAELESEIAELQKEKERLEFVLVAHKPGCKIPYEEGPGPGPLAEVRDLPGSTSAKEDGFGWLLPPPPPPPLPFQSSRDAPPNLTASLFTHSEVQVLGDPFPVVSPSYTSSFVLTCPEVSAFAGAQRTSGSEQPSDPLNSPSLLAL
DSG3 Ab inh = human desmoglein-3 autoantibody binding inhibition; P32926; binding (percent of control), % at 10 µM; 0.48% of 310,000 active; DSG3-coupled beads, scFv-anti-DSG3-GFP binding, flow cytometry; hits give low values;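 active = binding more than 3 SD below its plate's average and above zero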;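 note: hits lower antibody fragment binding to DSG3; some compounds called inactive have numbers as strong as hits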
SR-BI HDL uptake = mouse SR-BI HDL lipid transfer inhibition | AID 488896 | inhibition, % at 12.5 µM | 0.96% of 320,000 active | ldlA[mSR-BI] CHO cells, DiI-HDL uptake fluorescence, 3 h;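 active = mean replicate inhibition of at least 70% and a set share of replicates each scoring 70 or more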;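 note: 0% = median of neutral control wells and 100% = median of positive control wells; values of inactives mirror those of a sister screen read the other way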
SUMO Mot1 rescue = inhibitors of SUMOylation pathway: yeast Mot1-301 growth rescue; AID 2716; growth rescue, % at 18.8 µM; S. cerevisiae Mot1-301 growth rescue, ATP luminescence, 38.5C; percent above DMSO median, 100 means doubled; 1% of 320,000 active;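 active = every valid replicate shows activation above 250% relative to neutral control wells; inactive = the rest, any valid replicate at or below 250%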;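 note: OY570 slx delta 5 strain wells were the positive control but not used for scaling; some compounds called inactive have numbers as strong as hits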
CDK5 p35 inh = inhibitors of human CDK5/p35 kinase; Q00535+Q15078; Recombinant CDK5/p35, ADP-Glo luminescence, 60 min; inhibition, % at 10 µM; 0.01% of 330,000 active; AID 488839;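 active = highest replicate inhibition of at least 50% and at least 75% of replicates reaching 50%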;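 note: plate controls were DMSO neutral control for no effect and GW8510 at 10 µM for full effect; many of its hits are not listed in these tables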
Target sequence (Q00535 whole entry, looked up): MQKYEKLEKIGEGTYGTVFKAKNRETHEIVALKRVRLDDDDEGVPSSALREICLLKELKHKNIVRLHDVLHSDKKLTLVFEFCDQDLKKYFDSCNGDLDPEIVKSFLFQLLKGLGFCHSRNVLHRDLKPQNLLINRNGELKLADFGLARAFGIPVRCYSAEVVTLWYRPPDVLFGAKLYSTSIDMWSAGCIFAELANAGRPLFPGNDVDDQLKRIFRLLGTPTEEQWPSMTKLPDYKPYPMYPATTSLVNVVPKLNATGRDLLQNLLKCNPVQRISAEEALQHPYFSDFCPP
Target sequence (Q15078 whole entry, looked up): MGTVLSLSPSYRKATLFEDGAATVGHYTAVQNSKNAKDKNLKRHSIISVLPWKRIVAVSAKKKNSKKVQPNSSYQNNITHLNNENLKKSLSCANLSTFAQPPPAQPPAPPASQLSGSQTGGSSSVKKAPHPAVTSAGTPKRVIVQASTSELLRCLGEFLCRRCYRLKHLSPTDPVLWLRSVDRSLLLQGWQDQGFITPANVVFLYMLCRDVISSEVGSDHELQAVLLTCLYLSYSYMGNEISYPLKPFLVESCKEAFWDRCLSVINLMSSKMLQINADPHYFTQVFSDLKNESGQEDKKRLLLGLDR
PKA-R1A act = activates the PKA-R1A holoenzyme complex | P00514+P68181 | PKA-R1A dissociation, Cy5-IP20 fluorescence polarization; scaled: DMSO 0%, 113 µM cGMP 100% | activation, % at 11.4 µM | 0.083% of 340,000 active;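 active = percent activation above the mean of all tested compounds plus 3 SD, cut at about 19% in these data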;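 note: higher means more PKAc released from R1A so a rise in polarization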
SR-BI DiI-HDL act = enhances SR-BI lipid uptake from DiI-HDL; CHO ldlA[mSR-BI] cells, DiI-HDL uptake fluorescence, 3 h; 100 = double the neutral-control signal; activation, % at 12.5 µM; 0.096% of 320,000 active;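 active = mean replicate activation of at least 60% and every replicate at or above 60%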;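 note: 0% = median plate neutral-control signal and 100% = twice that signal; values of inactives mirror those of a sister screen read the other way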
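Assay system: CHO ldlA[mSR-BI] cells, LDL receptor-null, SR-BI overexpressing; medium: Ham's F12 with 0.5% BSA, HEPES 25 mM, pH 7.4; also added: DiI-HDL 10 µg/mL; timing: 3 h uptake period with compound, 37 °C; signal: DiI fluorescence, bottom read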
PKA-R2B activ = activators of human PKA-R2B complex | P22694+P31323 | PKA-R2B holoenzyme dissociation, Cy5-IP20 fluorescence polarization; R2B truncated from residue 108, S112A mutant; 0% DMSO only, 100% 113 µM cGMP | activation, % at 11.4 µM | 0.079% of 340,000 active;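 active = activation above a cutoff set at the mean over all compounds plus 3 SD, cut at about 18% in these data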;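 note: higher means more holoenzyme dissociation and a rise in polarization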
MITF act = MITF TRPM1 promoter activation in melanoma cells | 0.75% of 300,000 active | AID 588334 | SK-MEL-5 TRPM1-promoter luciferase, 24 h; % of positive control, neutral wells = 0 | activation, % at 12.5 µM;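 active = mean activation of at least 80% with every replicate also reaching 80%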;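 note: 0% = neutral control wells and 100% = parthenolide positive control wells; values of inactives mirror those of a sister screen read the other way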
Arrestin-AP2 inh = human beta-arrestin and AP2 interaction inhibition. AID 504490. 0.31% of 340,000 active. FITC-arrestin peptide / GST-AP2 beads, flow cytometry; AP2 beta2 appendage carries R879A mutation. inhibition, % at 10 µM;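 active = inhibition above a set limit, near 3 SD of compounds lacking own fluorescence, cut at about 54% in these data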;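 note: plate controls were DMSO wells for no effect and 5 µM unlabelled arrestin peptide for full effect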
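system = GST-tagged AP2 beta2-adaptin appendage (R879A) on 4 µm glutathione beads | reagent = FITC-labelled arrestin peptide probe, 50 nM final | schedule = compound with beads 12 min RT, then probe 1 h RT | signal = HyperCyt-sampled flow cytometry, FL1 channel, ex 488/em 535 nm | read-out = percent response from loss of bead-bound FITC fluorescence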
* hit, by the source's call; . = not tested or not shown. A portion of the library; the hit share may differ from the screen's.

Each structure is followed by: MITF act	NSD2 HMT inh	PKA-R1A act	CDK5 p35 inh	SR-BI HDL uptake	SR-BI DiI-HDL act	PKA-R2B activ	SUMO Mot1 rescue	Arrestin-AP2 inh	dFosB activator	DSG3 Ab inh
O=c1[nH]c(=O)n(C2CCCCC2)c(O)c1/C=C/C=Nc1ccccc1
→ 3	22	2	0.0	.	.	-3	-2	-18	-12	108
COC(=O)c1c(C)n(Cc2ccco2)c2ccc(O)cc12
→ -7	0	5	0.3	.	.	7	-3	3	-8	98
COc1ccc(N=C(C)c2c(O)n(C3CCCCC3)c(=O)[nH]c2=O)c(OC)c1
→ .	0	1	0.4	21	-21	-3	-10	17	-6	105
O=[N+]([O-])c1ccc(N2CCNCC2)cc1NCC1CCCO1 (centres undefined)
→ .	12	-13	-1.4	23	-23	-13	11	-10	-7	.
Cc1ccc(-n2c(O)c(C=NCCCn3ccnc3)c(=O)[nH]c2=O)cc1
→ 1	-2	11	0.4	-21	21	-3	46	-9	1	108
CN(C)C(=O)Oc1cccc(-c2cn3cc(Cl)ccc3n2)c1
→ 48	-2	3	1.1	-17	17	-3	4	15	-13	117
CC(=O)OC1(c2ccc(C)cc2)CN2CCC1c1ccccc12 (centres undefined)
→ 4	2	4	-1.4	-11	11	4	-15	14	-12	107
O=C(CN1CCCC1=O)NCCc1ccccc1
→ -5	4	5	-0.8	-8	8	-3	-6	-9	-1	109
O=C(c1ccc(N2CC3CC(C2)c2cccc(=O)n2C3)c([N+](=O)[O-])c1)N1CCCC1 (centres undefined)
→ 32	-4	-2	-1.2	-33	33	-3	62	7	-11	114
COc1ccc(CC2c3cc(OC)c(OC)cc3CCN2C)cc1O (centres undefined)
→ 13	.	-7	-1.6	-15	15	-9	10	-3	2	101
CC(=O)N1CCC2(CC1)CC(=O)c1cc(OCC(=O)N3CCC4(CC3)OCCO4)ccc1O2
→ -15	0	12	0.0	.	.	-3	246	4	-2	100
Cc1cc(N)n(C2CCN(C)CC2)n1
→ 10	-1	8	0.8	-8	8	-5	-12	25	-1	102
C[N+](C)(C)CC(=O)O
→ 0	.	-7	-0.4	-8	8	-9	16	-2	3	103
CN1CCC(O)(c2ccc(Cl)cc2)C(C(=O)c2ccc(Cl)cc2)C1 (centres undefined)
→ -14	4	-8	-0.6	-14	14	4	0	24	-3	87
O=C(c1cnn2c(C(F)(F)F)cc(-c3ccccc3)nc12)N1CCC2(CC1)OCCO2
→ 0	-6	1	0.1	-18	18	-14	6	30	-2	102
CCOC(=O)N(C)c1ccc(C(O)(C(=O)OCC)C(F)(F)F)cc1 (centres undefined)
→ 6	-2	6	-2.9	-34	34	-8	5	5	4	108
CC1CN=C(Nc2ccc(F)c(Cl)c2)S1 (centres undefined)
→ 10	0	-8	0.0	-6	6	5	0	-2	-4	.
CC1CC(C)OP(=O)(OCCC#N)O1 (centres undefined)
→ 7	-2	-12	0.4	-24	24	-5	.	-6	3	102
CC1CCCCN1Cc1ccc(Cl)nc1 (centres undefined)
→ 4	-2	-9	-0.3	-18	18	-9	202	-3	-1	.
CC(C)NC(=O)c1ccc(N2CC3CC(C2)c2cccc(=O)n2C3)c([N+](=O)[O-])c1 (centres undefined)
→ 8	0	0	-0.3	-36	36	-13	-4	17	-1	97
CN1C(=O)C(=Cc2sc(=O)n(-c3ccccc3)c2N2CCCCC2)C(=O)N(C)C1=O
→ .	8	5	-5.7	0	0	-8	.	6	-9	153
CCCn1c(C(=O)c2ccc(OC)cc2)nc2ccccc21
→ 2	-7	-8	-1.7	20	-20	-3	-9	-4	-12	111
CCn1c(C(=O)N2CCC(C(=O)N3CCC4(CC3)OCCO4)CC2)cc2sccc21
→ -7	.	2	-1.8	35	-35	0	-7	-3	1	91
CCOc1c(P(=S)(N(C)C)N(C)C)c(C)nn1-c1ccccc1
→ 5	-5	-15	-2.0	1	-1	7	891*	2	-11	113
COCCNCCOc1ccc(C(C)(C)c2ccccc2)cc1
→ 9	-2	2	-0.6	-19	19	-1	126	12	-6	102
CC(=O)Nc1nnc(CCN(CCc2nnc(NC(C)=O)s2)[N+](=O)[O-])s1
→ .	0	11	-0.5	4	-4	-1	23	20	9	112
O=c1[nH]c2ccccc2n1CCCN1CCC(n2c(=O)[nH]c3cc(Cl)ccc32)CC1
→ 15	.	-9	-0.2	7	3	-2	-21	6	10	109
COC(=O)C1=C(c2cccc(C#N)c2)C[C@@H]2CC[C@H]1N2C(=O)NCCCOC(C)C
→ 3	.	3	1.0	-25	25	7	93	7	1	102
C=Cn1ccnc1P(=S)(c1ccn(C)c1)c1nccn1C=C
→ -2	0	8	0.0	-12	12	1	3	-28	-3	105
COCCOC(=O)C1=C(N)Oc2c(c(=O)oc3ccccc23)[C@@]12C(=O)Nc1ccccc12
→ -7	-2	10	-1.7	4	-4	7	9	15	-5	110
CCOC(=O)c1sc(/N=C/c2c(O)n(-c3ccccc3)c(=O)[nH]c2=O)c(C#N)c1C
→ -12	.	5	-1.1	-11	11	-2	9	13	6	.
O=C(c1cc2c(s1)CCCCCC2)N1CCC2(CC1)OCCO2
→ -3	4	-6	-0.8	-7	7	1	17	7	-2	101
O=C(C[n+]1ccn(CCCNP2(=O)C=C(c3ccccc3)OC(c3ccccc3)=C2)c1)c1ccccc1
→ -5	1	2	-0.9	0	0	-2	-25	6	-23	101
CC(=O)c1ccc(-c2ccccc2)cc1
→ 32	-1	-13	0.0	6	20	-2	181	1	-8	87
C=C(CO)CC1CC(O)[C@]2(C)OC3CC4OC5C[C@]6(C)O[C@]7(C)CCC8OC9C[C@]%10(C)OC%11C(C)=CC(=O)OC%11CC%10OC9C[C@@H](C)C8OC7CC6O[C@]5(C)C/C=C\C4OC3CC2O1 (some centres undefined)
→ 3	.	4	0.4	-20	20	-1	-11	4	-9	103
Cc1cc(C)cc(NC(=O)CCNC(=O)N2C[C@H]3C[C@@H](C2)c2cccc(=O)n2C3)c1
→ -6	.	-11	-2.5	1	-1	-10	-1	6	-9	102
O=C(CCl)Nc1nccs1
→ -14	-23	-11	1.3	.	.	9	-13	10	6	94
Cc1ccc2c(c1)C1CN(C)CCC1N2C(=O)Nc1cccc(C(F)(F)F)c1 (centres undefined)
→ -13	2	4	-2.0	.	.	-6	-5	2	-21	108
CCc1ccc(CN2CCN(C(=O)Cc3ccccc3)CC2)cc1
→ -10	1	5	-1.4	-4	4	-2	-4	14	-9	94
CC12C=CC(=O)C=C1CC(O)C1C2CCC2(C)C1CCC2(C)O (centres undefined)
→ -7	-2	-17	1.0	-10	10	10	.	-26	6	.
Cc1ccccc1-n1c(C)nc2ccsc2c1=O
→ .	-2	1	0.3	-1	1	-1	9	6	-13	102
CCOC(=O)C1(CCc2ccccc2)CCN(Cc2cccc3cnccc23)CC1
→ -16	2	0	-0.5	7	-7	3	-6	-11	-10	104
O=C(O)Cn1cc(C(=O)c2ccccc2)c2ccccc21
→ 13	2	-8	-0.8	-18	18	-10	6	-1	-5	110
O=P(Nc1ccccc1)(Nc1ccccc1)Oc1cccc(Cl)c1
→ -1	-5	-6	0.2	-6	6	0	-5	-5	-18	123
O=C(Nc1cccc2ccccc12)N1CCC2(CC1)OCCO2
→ 13	.	-4	-0.7	-14	14	1	3	30	4	85
O=C1NC(=O)N(Cc2ccccc2)C(=O)/C1=C\N1CCCc2ccccc21
→ 13	5	-11	-1.9	7	-7	-8	-21	0	-2	133
O=C(Cc1ccccc1)N1CCN(C2CCCCCC2)CC1
→ -7	0	-5	1.1	-4	4	7	4	-13	-1	76
CCCNc1oc(-c2cccc3ccccc23)nc1C#N
→ 31	21	2	-4.4	12	-12	1	-2	-1	-5	108
CCCN(CC1CC1)CC(O)c1ccccc1 (centres undefined)
→ -4	24	2	-2.3	-1	1	-13	8	11	-2	99
O=c1[nH]c(=O)n(Cc2ccco2)c(O)c1/C=N/N1CCCCCC1
→ -3	3	-6	-0.3	2	-2	-2	2	3	-4	93
CC(NC1CCCCC1)C(O)C12CC3CC(CC(C3)C1)C2 (centres undefined)
→ 12	11	-7	-0.8	-13	13	7	2	-7	-7	105
Cc1cccc(CN2CCN(C(=O)Cc3ccccc3)CC2)c1
→ -12	-1	-4	1.0	.	.	-3	20	-3	2	101
O=C(Nc1ccc(C(F)(F)F)cc1)c1cccn(Cc2ccc3c(c2)OC(F)(F)O3)c1=O
→ -4	2	-2	0.2	-21	21	-1	-20	28	-5	100
COc1ccc(-n2c(/C=C/c3ccc(O)c(OC)c3)nc3ccccc3c2=O)cc1
→ 0	-5	-7	-1.1	48	-48	-22	10	31	-14	104
COC(=O)C1=C(c2ccc(S(C)(=O)=O)cc2)C[C@@H]2CC[C@H]1N2C(=O)NC1CC1
→ 2	.	-3	0.6	-14	14	-13	72	-3	3	104
O=[N+]([O-])c1ccc(N2CCCC2)c2ccncc12
→ -3	71*	-5	-1.8	11	-11	-5	.	5	-7	98
OC1(c2ccc(F)cc2)CC2CCC(C1)N2Cc1nnnn1C1CCCCC1 (centres undefined)
→ 6	1	0	5.4	31	-31	10	674*	21	-11	101
COC(=O)C1=C(c2ccccc2OCc2ccccc2)C[C@@H]2CC[C@H]1N2C(=O)NCc1ccc(N(C)C)cc1
→ -8	.	-3	-1.5	16	-16	1	44	7	-6	101
CCN(CC)CCCN=C(C)c1c(O)n(C2CCCCC2)c(=O)[nH]c1=O
→ 12	49	4	0.0	-46	46	7	24	11	-2	101
CC1Oc2cc3c(-c4c(O)cc(O)c5c(O)c6c(cc45)OC(C)C(C)C6=O)c(O)cc(O)c3c(O)c2C(=O)C1C (centres undefined)
→ -82	.	-1	1.5	80*	-80	5	3	7	-16	.
CCN1CCN(S(=O)(=O)c2ccc(Cl)c(C(=O)Nc3ccc(C(=O)N(CC)CC)cc3)c2)CC1
→ 16	-2	0	-3.2	-14	14	5	-9	-14	-1	114
